Assay outcomes (PubChem)
GLP-1R agonist: agonists of human GLP-1 receptor; HEK293 GLP-1R CRE-luciferase, luminescence, 4-6 h; cells express a hypersensitive GLP-1R form; Potency, µM (top dose mostly 45.6 µM), without a hit: top-dose activation, actives largely listed as activators; 380,000 compounds, 0.007% hits; further: potency means the concentration at half of the fitted maximal effect; % of control where 0% means no effect
PLK1 PBD block: blocks phosphopeptide binding to human PLK1 polo-box domain; Potency, µM, for the others: max response, negative = inhibition, hits mostly inhibitors; P53350; 360,000 compounds, 2.8% hits; Plk1 PBD binding of FITC phosphopeptide, fluorescence polarization; further: potency means the concentration at half of the fitted maximal effect; series mostly up to about 57 µM; on the % scale 0 is the no-effect control and ±100 the full control effect; nearly all actives have a fitted effect of over 65% in size
IL-2 act: IL-2 activation; IL-2 activation reporter assay, cell-based qHTS; stimulated with anti-CD3/CD4/CD28 beads; in transgenic mouse T cells; activation, % (series mostly up to about 46 µM); 360,000 compounds, 0.065% hits; AID 652025; in the data active means activation above about 50%; inconclusive means mostly about 30% to 49%; further: 0% is about no effect
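Using fluorescent plate cytometry, EGFP and DsRed are detected in transgenic mouse T cells stimulated 18 h at 37 degrees C with antibody-coated beads after 60 min compound pretreatment.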
PI5P4K alpha inh: blocks human PI5P4K alpha kinase activity; P48426; PI5P4Kalpha enzyme, ADP-Glo luminescence, 60 min; active compounds read low; max response, %; 330,000 compounds, 1.2% hits; active means max response of -50% or lower; inconclusive means between -30% and -50%; inactive means -30% or higher; further: value at the top dose of about 77 µM; on the % scale 0 is the no-effect control and ±100 the full control effect
Target sequence (P48426 whole entry, looked up): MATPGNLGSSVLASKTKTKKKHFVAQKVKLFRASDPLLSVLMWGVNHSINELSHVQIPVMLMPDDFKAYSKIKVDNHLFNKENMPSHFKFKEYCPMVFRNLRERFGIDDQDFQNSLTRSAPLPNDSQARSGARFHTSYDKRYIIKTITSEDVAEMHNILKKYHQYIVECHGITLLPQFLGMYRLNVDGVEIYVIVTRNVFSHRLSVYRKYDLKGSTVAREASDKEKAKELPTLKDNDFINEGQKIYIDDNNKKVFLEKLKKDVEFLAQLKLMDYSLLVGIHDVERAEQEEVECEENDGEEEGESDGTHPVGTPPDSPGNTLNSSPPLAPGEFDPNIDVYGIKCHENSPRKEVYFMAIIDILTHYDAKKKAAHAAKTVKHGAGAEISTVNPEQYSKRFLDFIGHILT
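ADP-Glo luminescence end-point read after a 60 min room-temperature kinase reaction of PI5P4Kalpha plus substrate, initiated with ATP at 5 microM final. Buffer: 0.038 M HEPES pH 7.4, EGTA, 0.1% CHAPS, 5% DMSO.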
GLP1R inv ag: inverse agonists of human GLP-1 receptor; Potency, µM (doses to about 38.3 µM), without a hit: at the top dose activity change, negative = inhibition, most hits filed as inhibitors; 410,000 compounds, 1.6% hits; HEK293 GLP-1R CRE-luciferase, luminescence, 24 h; GLP-1R form is constitutively active; further: potency means the concentration at half of the fitted maximal effect; on the % scale 0 is the no-effect control and ±100 the full control effect; nearly all actives have a fitted effect of over 55% in size
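Constitutively active GLP-1R drives a cAMP-responsive luciferase in stably transfected HEK293 cells; test compounds are added after overnight (12 h) attachment and left 24 hr, and signal loss in luminescence marks inhibition.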
GLP1R cytotox: cytotoxicity in counter-screen for GLP-1R inverse agonists. AID 624418. HEK293 cAMP-luciferase reporter cells, luminescence, 24 h. 410,000 compounds, 0.13% hits. Potency, µM (series often up to 38.3 µM), for inactives: at the highest dose activity change, negative = inhibition, most hits filed as inhibitors;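 further: loss of luciferase light is scored as toxicity; potency means the concentration at half of the fitted maximal effect; on the % scale 0 is the no-effect control and ±100 the full control effect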
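MLSMR compounds, 24 hr on cells at 37 deg C/5% CO2; luminescence after luciferase reagent (12 min RT). Inhibition counted as the undesired cytotoxic outcome.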
WRN helicase inh: inhibitors of human WRN helicase | Q14191 | WRN helicase unwinding, fluorescent forked duplex, kinetic | Potency, µM (doses to about 114 µM), inactives show at the highest dose activity change, negative = inhibition, usual class: inhibitors | 360,000 compounds, 0.46% hits | AID 651768; further: potency means the concentration at half of the fitted maximal effect; on the % scale 0 is the no-effect control and ±100 the full control effect; nearly all actives have a fitted effect of over 55% in size
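WRN at 20 nM final was preincubated with compound for 15 min at room temperature; reaction started with 100 nM forked duplex oligonucleotide carrying fluorophore and quencher plus 2 mM ATP (final). Unwinding followed kinetically by red fluorescence (ex 525/em 598 nm).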
DRD3 agonist: activates the human D3 dopamine receptor. D3R DiscoveRx beta-arrestin cells, luminescence, 90 min. P35462. AID 652048. max activation, %. 410,000 compounds, 0.58% hits; in the data active means max activation above about 30%; further: 0% is about no effect; mostly tested at two doses, the higher about 12 µM
Target sequence (P35462 whole entry, looked up): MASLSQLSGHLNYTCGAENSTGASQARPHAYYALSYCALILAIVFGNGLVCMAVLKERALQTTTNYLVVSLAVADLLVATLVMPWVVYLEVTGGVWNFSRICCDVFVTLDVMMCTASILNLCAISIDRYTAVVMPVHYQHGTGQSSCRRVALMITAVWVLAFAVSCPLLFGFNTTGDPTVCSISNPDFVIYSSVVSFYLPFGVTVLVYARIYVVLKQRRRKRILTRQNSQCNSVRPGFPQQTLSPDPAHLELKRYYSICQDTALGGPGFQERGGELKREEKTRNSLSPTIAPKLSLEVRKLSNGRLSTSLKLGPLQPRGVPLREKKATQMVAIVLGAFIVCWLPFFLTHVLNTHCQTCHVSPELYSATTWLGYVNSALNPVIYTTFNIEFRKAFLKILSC
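Agonist-mode cell screen: cells plated at 1500/well and incubated overnight at 37 °C, then exposed to library compounds for 90 min at 37 °C. Detection reagent was added for 30–60 min at room temperature, and luminescence was read.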
DRD3 antagonist: D3 dopamine receptor (human) antagonism; P35462; D3R cells, DiscoveRx beta-arrestin luminescence, antagonist mode; active compounds read low; max response, negative = inhibition, %; 360,000 compounds, 2.5% hits; in the data active means max response below about -50%; inconclusive means no clear call, values can overlap the other calls; further: on the % scale 0 is the no-effect control and ±100 the full control effect; mostly tested at two doses, the higher about 12 µM
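Cells expressing the human receptor were seeded at 1500 cells/well, incubated overnight at 37 degrees C in 5% CO2, then exposed to library compounds with dopamine controls for 90 minutes at 37 degrees C before luminescent detection.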
* marks the source's active call; other numbers are inactive results; u = inconclusive; x = not tested or not shown; & = joins results of further samples; [ ] = dose if it differs, or a comment. Unless noted, the call rests on the fitted dose curve; in most records, active means well fitted curve in the direction sought with a large enough effect; inconclusive means small, poorly fitted or top-dose-only effect, or another doubt; inactive means no such curve, though single readings can be large; an effect the other way counts as inactive or inconclusive.

SMILES	GLP-1R agonist	PLK1 PBD block	IL-2 act	PI5P4K alpha inh	GLP1R inv ag	GLP1R cytotox	WRN helicase inh	DRD3 agonist	DRD3 antagonist
CCOC(=O)/C(=C/C=C/c1ccccc1)NC(=O)c1ccccc1	11%	-6%	-1.0	1	-14%	1%	-30%[57.1 µM]	-3	-3
CC(CN1CCC(n2nccc2NC(=O)c2ccccc2Cl)CC1)c1ccccc1 (stereo not given)	-3%	-11%	4.4	0	u	-5%	-23%	-10	-15
c1cn2c(NC3CCCCC3)c(-c3ccc(SC4CCCCC4)cc3)nc2cn1	-1%	5%	0.0&-0.6	-3&-4	8%	0%	5%&-7%	1	35
O=C(COc1ccccc1F)Nc1nnc(-c2ccncc2)s1	2%	-15%	11	x	0%	4%	-9%	1	-13
CCOc1ccc(NC(=O)C/C(C)=N/NC(=O)Cc2cccs2)cc1	11%	0%	-0.5	0	8%	1%	11%	6	13
CN1CCN(C(=O)C2=C[C@H](c3ccc4c(c3)OCO4)C[C@H](OCc3ccc(CO)cc3)O2)CC1	-1%	-10%	2.0	-2	5%	-18%	-1%	-55	u
CC(=O)Nc1cccc(NC(=O)C(=O)NCC(c2ccco2)N2CCc3ccccc3C2)c1 (stereo not given)	-3%	-9%	-4.8	0	-16%	10%	4%	1	-18
O=C(/C=C/c1ccccc1)NCC(=O)N/N=C/c1cccs1	2%	0%	-0.9	4	31%[activator]	-3%	8%	2	-8
CCCC1=Nc2cc(C(=O)NCCN3CCOCC3)ccc2Sc2ccccc21	6%	-8%	-4.2	-1	u	-1%	-1%	2	-5
O=C(Cn1sc2ccccc2c1=O)Nc1ccc(Br)cc1	24%	3µM*	5.2	-83*	-14%	0%	-5%	-9	-28
Cc1[nH]c2ccccc2c1/C=N/Nc1ccc([N+](=O)[O-])cc1S(=O)(=O)Nc1ccc(Cl)cc1	-3%	14%	-0.1	-23	3%	-1%	1%	-5	-21
COc1ccccc1N1CCN(C(=O)CCCn2c(=O)[nH]c3ccsc3c2=O)CC1	4%	-12%	-2.8	-1	0%	-5%	2%	1	14
O=C(NCC(=O)N1CCN(c2ccccc2F)CC1)c1ccco1	5%	-6%	-0.3	0	4%	1%	5%	-3	5
COc1ccc(NC(=O)N2CCCc3cc(C)ccc32)c(OC)c1	-4%	2%	-0.6	29	u	5%	6%	-12	9
NC(=O)c1ccc(-c2ccccc2F)cc1	16%	4%	0.1	3	24%	-25%	0%	3	19
CCOC(=O)c1nnn(-c2nc(OC)nc(N(C)C)n2)c1-c1ccccc1	-6%	-6%	2.2	-5	0%	-11%	-3%	3	39
CN1/C(=C/C(=O)C2CCC2)Sc2ccccc21	4%	-13%	-1.3	x	-24%	-4%	-3%	9	12
CN(C)CCNC(=O)Cn1c(=O)c2cccn2c2ccc(F)cc21	1%	3%	0.2	-4	10%&14%	-5%&-6%	4%	1&-11	-2
CCCCOC(=O)C1CN(c2ccccc2)N=C1C(=O)OCC (stereo not given)	1%	3%	-3.7	32	10µM*	13%	0%	-5	-19
CC1CN(C(=O)c2ccc(S(=O)(=O)Nc3ccccc3Cl)cc2)CC(C)O1 (stereo not given)	-8%	6%	0.9	-4	-5%	-1%	-10%	13	4
CCOCCCNC(=S)N1CCN(Cc2ccco2)CC1	6%	-2%	-0.6	11	-1%	-15%	-5%	-1	6
CCOc1ccccc1N(CC(=O)Nc1cccnc1)S(=O)(=O)c1ccc(C)cc1	1%	-8%	-0.3	11	-9%	-4%	-5%	-4	-1
C#CCNC(=O)C1=C[C@H](C(C)(C)C)C[C@H](OCCCCO)O1	7%	-2%	-0.8	12	3%	0%	8%	8	22
Cc1cccc(N(Cc2ccccc2)C(=O)c2cc(S(=O)(=O)N3CCOCC3)ccc2Cl)c1	7%	1%	-5.6	-3	u	-2%	-9%	5	0
NS(=O)(=O)c1ccc(-n2nncc2-c2ccco2)cc1	1%	0%	0.3	-2	-34%	-5%	4%	4	1

Carrying on.
SMILES	GLP-1R agonist	PLK1 PBD block	IL-2 act	PI5P4K alpha inh	GLP1R inv ag	GLP1R cytotox	WRN helicase inh	DRD3 agonist	DRD3 antagonist
COc1ccc(-n2c(-c3ccccc3)cc3c2CCCC3=O)cc1	3%	-6%	1.9	5	u	-21%	-9%	1	6
COc1cccc(OC)c1C(=O)N1CCN(Cc2ccncc2)CC1	0%	0%	-2.0	0	2%	-15%	0%	0	-6
Cc1cc(S(=O)(=O)Nc2ccc(C(=O)NCc3ccncc3)cc2)ccc1F	-8%	-3%	-2.8	-4	-2%	-3%	14%	4	-7
Cn1c(-c2ccsc2)c(-c2cccs2)c2cc(-c3cccc4[nH]ccc34)ccc21	-4%	7%	0.1	23	u	4%	10%	2	-13
Cc1cc(OC(=O)c2cccc(Br)c2)c([N+](=O)[O-])c(=O)[nH]1	-4%	-4%	-0.5	0	11%	0%	2%	3	-3
c1cc(C2CCCCC2)ccc1Oc1nc(N2CCOCC2)nc(N2CCOCC2)n1	-11%	0%	1.0	-1	10%	16%	-2%	-4	1
CC1CCCCN1S(=O)(=O)c1ccc(C(=O)Nc2ccccc2-c2nc3ccccc3[nH]2)cc1 (stereo not given)	-6%	-6%	0.1	-3	3%	-8%	5%	5	9
O=C(NC(NC(=O)c1ccccc1)c1ccccc1)c1ccccc1	-1%	-28%	-1.6	x	-23%	-4%	-4%	0	14
O=C(Nc1cccnc1Cl)c1ccc2c(Cl)c3c(nc2c1)CCC3	11%	-4%	-3.5	0	21%	-5%	-21%[57.1 µM]	-1	3
CCOC(=O)c1ccccc1NC(=O)CSc1ncc(C(=O)OCC)c(N)n1	15%	-16%	-3.8	4	5%	-8%	14%	-3	65
Cc1ccc(N(CN2C(=O)C3CC=CCC3C2=O)C(=O)c2ccco2)cc1Cl (stereo not given)	-3%	-25%	-2.4	-28	-21%	-3%	-3%	11	-6
CCCc1c(O)nc(SCCN(CC)CC)n(C(=O)c2ccccc2)c1=O	-13%	-5%	-2.5	1	-6%	-35%	11%	-1	11
Cc1c(C(=O)C(=O)NCCCn2ccnc2)c2ccccc2n1C	0%	-5%	1.5	-7	5%	14%	-24%	1	1
Fc1ccc(-c2noc3ncnc(NC4CCCCC4)c23)cc1	17%	x	x	x	43%[activator]	19%	x	-2	x
CC1(C)C2CCC(C2)C1(C)NC(=O)CNCc1cccs1 (stereo not given)	-4%	-8%	-0.3	-6	u	0%	12%	-1	-1
N=c1oc2ccccc2cc1-c1nc2ccccc2c(=O)[nH]1	-2%	-2%	2.8	1	28%	9%	-4%	-4	1
CCCc1cc(=O)[nH]c(SCC(=O)NC(=O)OCC)n1	-8%	-6%	-0.6	x	53%[activator]	5%	-5%	8	-3
O=C(Nc1ccc2c(c1)OCO2)C(c1ccc(Cl)cc1)N1CCC2(CC1)OCCO2 (stereo not given)	-1%	-2%	2.0	1	u	-21%	-12%	0	-30
CC(C)(C)n1nnnc1C(c1cccnc1)N1CCOCC1 (stereo not given)	-4%	-5%	-1.5	-3	13%	-6%	1%	6	-1
O=C(NC1CCN(CC(=O)N(c2ccccc2)c2ccccc2)CC1)c1ccc([N+](=O)[O-])cc1	7%	-10%	-2.4	3	u	9%	12%	-12	-4
COc1ccc(NC(=O)CSCC(=O)NCc2cccc(C(F)(F)F)c2)cc1	7%	4%	1.2	-1	u	-11%	-5%	7	-8
CC(Oc1ccc(F)cc1)C(=O)Nc1ccccc1N1CCCCC1 (stereo not given)	1%	6%	-5.6	1	u	12%	-10%	14	22
COc1ccc(NC(=O)c2sc(SC)nc2N)cc1	10%	-6%	0.7	x	28%	u	-8%	1	7
C/C=C/c1cccc(-c2nc(C(=O)N3CCCCC3)cc3c2[C@@H](CCO)N(C(=O)NC(C)C)C3)c1	4%	-9%	-0.4	-2	16%	2%	-4%	-10	-2
COc1ccc(Nc2nc(C(=O)N3CCc4ccccc4C3)cs2)cc1	u	-4%	-1.5	1	u	-16%	-6%	-6	3

Going on with the list.
SMILES	GLP-1R agonist	PLK1 PBD block	IL-2 act	PI5P4K alpha inh	GLP1R inv ag	GLP1R cytotox	WRN helicase inh	DRD3 agonist	DRD3 antagonist
Cc1ccc(S(=O)(=O)NCc2ccccc2)cc1C(=O)N(C)CC(=O)Nc1ccccc1Br	9%	-10%	0.7	0	-25%	-23%	-5%	-1	0
CCCOc1ccc(/C(O)=C2/C(=O)C(=O)N(CCCOC)C2c2cccnc2)cc1 (stereo not given)	-10%	-2%	19	-22	20%	-7%	3%	7	-22
CCCCN(CC)CCCNC(=O)c1cc2c(=O)oc3ccc(C)cc3c2s1	2%	x	x	x	-11%	2%	x	1	x
CN(Cc1ccc(OC(F)F)cc1)C(=O)c1ccc2c(=O)n3c(nc2c1)CCC3	3%	-3%	0.6	5	-26%	2%	1%	-9	-4
CC(C)N(Cc1nc(-c2ccc(Cl)cc2)no1)C(=O)C(c1ccccc1)c1ccccc1	2%	-10%	-3.5	-2	u	5%	-7%	-5	-26
Cc1cc(-c2ccc(Cl)cc2)oc(=O)c1NC(=O)c1ccccc1	6%	-17%	-1.9	2	4%	7%	5%	-6	-13
COc1ccc(NC2CCCN(C(=O)CCc3cccc(Cl)c3)C2)cc1 (stereo not given)	-5%	-9%	-2.2	-1	u	-7%	-2%[57.1 µM]	24	4
CNS(=O)(=O)c1ccc(Cl)nc1	0%	-7%	-0.2	5	10%	27%	-2%	-6	-10
CC(=O)N1CCCc2cc(S(=O)(=O)N(C)CCC#N)ccc21	4%	-7%	-0.8	0	11%	0%	3%	-6	u
CC(NC(=O)Cn1cc(C(F)(F)F)cc(Cl)c1=O)c1ccccc1 (stereo not given)	3%	-6%	-0.2	-8	-13%	-1%	1%	-13	1
COc1ccc(N(CC(=O)Nc2c(C)cccc2C)S(=O)(=O)c2ccccc2[N+](=O)[O-])c(OC)c1	13%	-4%	-4.0	2	u	-2%	-4%	10	-11
